TRPC6 activator = activates the mouse TRPC6 cation channel; Q61143; HEK293-TRPC6 membrane potential dye fluorescence; stronger effect = higher value; B-score at 10 µM; 310,000 tested, 0.13% active; AID 2550;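 active means B-score of the integrated fluorescence ratio above library mean plus 3 SD, and starting fluorescence ratio within library mean plus 5 SD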;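 further: higher score means more depolarization so channel activation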
TRPC6 inhibitor = blocks the mouse TRPC6 cation channel; Q61143; HEK293-TRPC6, membrane potential dye, ACh-evoked depolarization; stronger effect = lower value; B-score at 10 µM; 310,000 tested, 1.1% active;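 active means B-score under library mean minus 3 SD, initial fluorescence not abnormally high, positive integrated signal ratio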;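 further: B-score derived from integrated fluorescence ratio over the kinetic read; more negative B-score means stronger inhibition of depolarization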
TMEM16A act = activators or potentiators of mouse TMEM16A chloride channel; 340,000 tested, 0.3% active; B-score at 10 µM; HEK293 TMEM16A/YFP-H148Q/I152L, iodide quench fluorescence; stronger effect = lower value;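 active means fluorescence-ratio B-score plate-corrected deviation score at least 3 library SD below zero, with starting fluorescence score within 5 deviations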;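 further: channel opened by trigger with iodide after compound preincubation; score built on the fluorescence ratio of max minus min over baseline; more negative score means more quench and so TMEM16A activation or potentiation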
MrgX1 antagonist = blocks BAM8-22 activation of human MrgX1 receptor; Q96LB2; 310,000 tested, 1.3% active; B-score at 10 µM; MRGX1-HEK293 calcium flux, Fluo-4, BAM8-22 antagonism; stronger effect = lower value;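 active means calcium-response B-score plate-corrected more than 3 library SD below zero, starting fluorescence within 5 deviations, no agonist response on first addition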;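 further: peak minus trough fluorescence over baseline after final BAM8-22 challenge near maximal dose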
Target sequence (Q96LB2 whole entry, looked up): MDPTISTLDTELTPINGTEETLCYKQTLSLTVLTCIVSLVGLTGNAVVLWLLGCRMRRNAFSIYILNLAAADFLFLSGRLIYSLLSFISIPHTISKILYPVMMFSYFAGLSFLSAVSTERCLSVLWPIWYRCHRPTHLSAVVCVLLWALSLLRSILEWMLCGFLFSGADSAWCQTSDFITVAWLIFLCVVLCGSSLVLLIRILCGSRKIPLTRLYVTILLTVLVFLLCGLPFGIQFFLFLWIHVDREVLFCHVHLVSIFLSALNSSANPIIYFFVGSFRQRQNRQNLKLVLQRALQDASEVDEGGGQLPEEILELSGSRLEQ
RGS4 inh = inhibitors of human RGS4; P49798; HEK293 M3R/RGS4 inducible, Fluo-4 calcium flux; stronger effect = higher value; triggered by carbachol at its EC20; B-score at 10 µM; 310,000 tested, 0.45% active; AID 463165;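 active means B-score, a plate-corrected calcium signal, over three deviations above library mean, with baseline fluorescence within five deviations of library mean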;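 further: RGS4 expression induced by doxycycline in cells with stable M3 receptor; B-score is computed from the integrated fluorescence ratio over baseline after carbachol; higher B-score means a larger calcium signal and so more RGS4 inhibition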
Target sequence (P49798 whole entry, looked up): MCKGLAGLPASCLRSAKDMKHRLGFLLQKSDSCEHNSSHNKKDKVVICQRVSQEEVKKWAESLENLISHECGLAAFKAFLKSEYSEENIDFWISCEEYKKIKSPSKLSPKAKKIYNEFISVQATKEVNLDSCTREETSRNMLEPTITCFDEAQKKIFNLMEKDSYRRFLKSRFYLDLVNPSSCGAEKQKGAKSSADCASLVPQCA
TRPC4 potent = allosteric potentiators of mouse TRPC4 channel | Q9QUQ5 | 310,000 tested, 0.42% active | B-score at 10 µM | AID 2227 | HEK293 TRPC4beta/mu-opioid, DAMGO EC20, Fluo-4 Ca2+ flux; stronger effect = higher value;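 active means B-score of calcium response area above 5 SD of library B-scores, with initial fluorescence ratio within 5 SD of library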;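 further: B-score of integrated fluorescence ratio over time as area under calcium response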
ANO1 block = inhibitors of mouse TMEM16A calcium-activated chloride channel | AID 588511 | normalized B-score (activity score, 25-100; higher = stronger inhibition) at 10 µM | HEK293 TMEM16A/YFP iodide influx fluorescence, ionomycin | 310,000 tested, 1.2% active;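 active means ratio plate-corrected score three or more library SD toward inhibition, starting fluorescence score within five deviations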;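 further: score derived from kinetic fluorescence span divided by baseline fluorescence per well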
TRPC4 agonist = TRPC4 (mouse) channel activation. HEK293 TRPC4beta/mu-opioid, Fluo4 calcium fluorescence; stronger effect = higher value. B-score at 10 µM. 310,000 tested, 0.49% active. AID 2237;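 active means B-score above 5 SD of library B-scores, and initial fluorescence ratio not above library mean plus 5 SD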;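 further: positive B-score marks a calcium rise read as TRPC4 activation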
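Technique: kinetic Fluo4 calcium fluorescence; Test system: TRPC4beta and mu-opioid receptor HEK293 stable cells; Measure: B-scored integrated calcium fluorescence ratio; Benchmarks: low control buffer alone, high control maximal DAMGO; Schedule: 45 min room-temperature Fluo4 loading, 110 s read.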
MrgX1 allo act = allosterically activates human MrgX1 receptor signaling; Q96LB2; MrgX1-HEK293, Fluo-4 calcium flux, FDSS; stronger effect = higher value; B-score at 10 µM; 310,000 tested, 0.63% active; AID 588675;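 active means plate-corrected calcium response at least 3 library SD above typical, normal starting fluorescence, not activating the receptor alone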;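 further: compound read alongside a low EC10 to EC30 dose of BAM8-22 agonist; peak minus trough fluorescence over baseline measured at the second addition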
MrgX1 ag = agonists of human MrgX1 receptor; Q96LB2; MrgX1-HEK293 cells, Fluo-4 calcium fluorescence, agonist mode; stronger effect = higher value; B-score at 10 µM; 310,000 tested, 0.44% active; AID 588627;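 active means calcium response B-score plate-corrected fluorescence ratio at least 3 library SD, with starting fluorescence B-score inside 5 SD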
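System: HEK293 cells stably expressing human MrgX1 receptor; Dosing: test compound in the initial addition of three; Schedule: overnight plating, then 30 min 37 °C plus 30 min room-temperature dye loading; Detection: kinetic calcium dye fluorescence, Fluo-4 NW; Controls: per-plate positive and negative controls for Z′ factor.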
TRPC4 block = TRPC4 (mouse) channel inhibition. Q9QUQ5. HEK293 TRPC4beta/mu-opioid, DAMGO-evoked Fluo4 calcium flux; stronger effect = lower value. B-score at 10 µM. 300,000 tested, 0.39% active. AID 2247;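 active means B-score over 3 SD under the library average, no early fluorescence shift, positive overall ratio signal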
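Assay system: TRPC4beta/mu-opioid receptor HEK293 cell line; compound dosing: single concentration per test compound; detection: Fluo4 Ca2+ flux fluorescence; evaluation: per-well B score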
Starred values were filed as active, the others as inactive; i = inactive; nt = no result given.

SMILES	TRPC6 activator	TRPC6 inhibitor	TMEM16A act	MrgX1 antagonist	RGS4 inh	TRPC4 potent	ANO1 block	TRPC4 agonist	MrgX1 allo act	MrgX1 ag	TRPC4 block
COc1ccc(C(=O)Nc2ccc3c(c2)nc2n3CCSC2)cc1	i	i	i	i	i	i	i	i	i	i	i
Cc1ccc(C(CNS(=O)(=O)c2ccccc2)N2CCN(C)CC2)cc1 (stereo not given)	i	i	i	-8.07*	i	i	i	i	i	i	i
CC(C)OC(=O)CN1CCN(C2c3ccccc3-c3ccccc32)CC1	i	i	i	i	i	i	i	i	i	i	i
O=C(Cc1ccc(S(=O)(=O)N2CCOCC2)s1)Nc1nc2c(s1)CCCC2	i	i	i	i	i	i	i	i	i	i	i
Cc1ccc(-c2nc(NCCN3CCOCC3)c3ccccc3n2)cc1	i	-6.25*	i	i	i	i	i	i	i	i	i
COc1ccc(Cl)cc1S(=O)(=O)N1CCN=C1C	i	i	i	i	i	i	i	i	i	i	i
CCC1(C)N=C(c2ccc3c(c2)OCO3)CC(c2ccccc2O)N1 (stereo not given)	i	i	i	i	i	i	i	i	i	i	i
Cc1ccc(Oc2nc(CN3CCOCC3)nc3sc4c(c23)CCC(C)C4)cc1 (stereo not given)	i	i	i	i	i	i	i	i	i	i	i
CCOC(=O)N1CCN(C(=S)NC(=O)c2nn(C)cc2Br)CC1	i	i	i	i	i	i	i	i	i	i	i
Cc1ccc(-c2nnc(N(C)C(=O)c3cccnc3)s2)cn1	i	i	i	i	i	i	i	i	i	i	i
O=C(COc1ccc(Br)cc1)N1CCNC1=O	i	i	i	i	i	i	i	i	i	i	i
CCOC(=O)CN/C=C(\C#N)c1ccccc1	i	i	i	i	i	i	i	i	i	i	i
CC1(C)Cc2nc3sc4c(=O)[nH]cnc4c3cc2CS1	i	i	i	i	i	i	i	i	i	i	i
O=C(COC(=O)Cc1ccsc1)NC(c1ccccc1)c1ccccc1	i	i	i	i	i	i	i	i	i	i	i
COc1ccc(-n2c(CCC(=O)O)ccc2-c2ccccc2)cc1	i	i	i	i	i	i	i	i	i	i	i
CC(=O)Nc1ccc2nc(NC(=O)CN3CCOCC3)sc2c1	i	i	i	i	i	i	i	i	i	i	i
Cc1ccc(CSCc2ccc(C(=O)NCCCN3CCOCC3)o2)cc1	i	i	i	i	i	i	i	i	6.69*	i	i
COc1ccc(-n2c(C)nc3sc4c(c3c2=O)CCCC4)cc1	i	i	nt	i	i	i	i	i	i	i	i
COc1ccc(CCNC(=O)C2CCC(=O)N(C3CC3)C2)c(OC)c1 (stereo not given)	i	i	i	i	i	i	i	i	i	i	i
COc1ccc(CCNC(=O)C(=O)NCC2OCCN2S(=O)(=O)c2ccc(Cl)cc2)cc1 (stereo not given)	i	i	i	i	i	i	i	i	i	i	i
c1ccc(COc2ccc(OCCN3CCCC3)cc2)cc1	i	i	i	i	i	i	i	i	i	i	i
CN1CCN(CCCN(Cc2ccco2)C(=S)Nc2ccc(Cl)cc2)CC1	i	i	i	i	i	i	i	i	i	i	i
COc1ccc(-c2csc(NC(=S)NC(=O)c3cc4ccccc4o3)n2)cc1Br	i	i	i	i	i	i	i	i	i	i	i
O=C(NC1CCCCC1)c1ccccc1-c1ccccc1	i	i	i	i	i	i	i	i	i	i	i
O=[N+]([O-])c1ccc(-c2nc(NCC3CCCO3)c3ccccc3n2)cc1 (stereo not given)	i	i	i	i	i	i	i	i	i	i	i
CC12c3ccccc3C(c3ccccc31)C1C(=O)N(c3cccnc3)C(=O)C12 (stereo not given)	i	i	i	i	i	i	i	i	i	i	i
COc1ccccc1NS(=O)(=O)c1cc(C(=O)NCc2cccnc2)ccc1C	i	i	i	i	i	i	i	i	i	i	i
CN(C)c1nc(SCc2ccccc2)nc(N2CCOCC2)n1	i	i	i	-6.37*	i	i	i	i	i	i	i
COc1ccc2c(c1)O[C@H](c1ccc3c(c1)OCO3)[C@@H](OC(=O)Nc1cc(OC)c(OC)c(OC)c1)C2=O	i	i	nt	i	i	i	i	i	i	i	i
O=S1(=O)c2ccccc2N=NN1Cc1ccc(Cl)cc1	i	i	i	i	i	i	i	i	i	i	i

Exported with two lines to a compound: part of the list above.
Value order – TRPC6 activator	TRPC6 inhibitor	TMEM16A act	MrgX1 antagonist	RGS4 inh	TRPC4 potent	ANO1 block	TRPC4 agonist	MrgX1 allo act	MrgX1 ag	TRPC4 block
- O=S1(=O)c2ccccc2N=NN1Cc1ccc(Cl)cc1
    i	i	i	i	i	i	i	i	i	i	i
- COc1ccccc1NS(=O)(=O)c1cc(C(=O)NCc2cccnc2)ccc1C
    i	i	i	i	i	i	i	i	i	i	i
- O=C(NC1CCCCC1)c1ccccc1-c1ccccc1
    i	i	i	i	i	i	i	i	i	i	i

Other structures
SMILES	TRPC6 activator	TRPC6 inhibitor	TMEM16A act	MrgX1 antagonist	RGS4 inh	TRPC4 potent	ANO1 block	TRPC4 agonist	MrgX1 allo act	MrgX1 ag	TRPC4 block
CCOc1cc(N2CCOCC2)c(OCC)cc1NC(=O)Cc1ccccc1	i	i	i	i	i	i	i	i	i	i	i
Cc1ccc(Cn2c(=N)n(CC(=O)c3ccc([N+](=O)[O-])cc3)c3ccccc32)cc1	i	i	i	i	i	i	i	i	i	i	i
Cc1cc(C(=O)N/N=C/c2ccc(-c3cccc([N+](=O)[O-])c3)o2)n[nH]1	i	i	i	i	i	i	i	i	i	i	i
CCN1CCCC1CNC1=NCCCCC1 (stereo not given)	i	i	i	-5.17*	i	i	i	i	i	i	i
N/C(COc1cccc(C(F)(F)F)c1)=N\NC(=O)c1cccnc1Oc1ccccc1	i	i	i	i	i	i	i	i	i	i	i
Cc1ccc(CNC(=O)CN(Cc2cccs2)C(=O)C2(C)CC(=O)N=C3C=CC=CN32)cc1 (stereo not given)	i	i	i	i	i	i	i	i	i	i	i
COc1ccc(NC(=O)COc2ccccc2C)cc1S(=O)(=O)N1CCCCC1	i	i	i	i	i	i	i	i	i	i	i
CCc1ccc2oc(C(=O)Nc3nonc3C)c(C)c2c1	i	i	i	i	i	i	i	i	i	i	i
Cc1nc(SCc2ccc(O)c([N+](=O)[O-])c2)n[nH]1	i	i	i	i	i	i	i	i	i	i	i
COC(=O)C(C)(C)ONC(=O)Nc1ccccc1[N+](=O)[O-]	i	i	i	i	i	i	i	i	i	i	i
Clc1cccc(Cl)c1C1Nc2cccc3cccc(c23)N1	i	-5.48*	i	i	i	i	i	i	i	i	i
Cc1ccc(C2/C(=C(/O)c3cnn(-c4ccccc4)c3C)C(=O)C(=O)N2CCCN2CCOCC2)o1 (stereo not given)	i	i	nt	i	i	i	i	i	i	i	i
CCCC(O)(c1ccc(OC)cc1)C(CN1CCOCC1)c1ccccc1 (stereo not given)	i	i	i	i	i	i	i	i	i	i	i
Cc1c(Cl)cccc1NC(=O)Cn1c(CCC(=O)O)ccc1-c1ccccc1	i	i	i	i	i	i	i	i	i	i	i
CC(C)c1ccccc1NC(=O)C1CN(S(=O)(=O)c2ccccc2)CCN1S(=O)(=O)c1ccccc1 (stereo not given)	i	i	i	i	i	i	i	i	i	i	i
COC/C=C/C1=CC2=CC(=O)C(C)(OC(=O)c3cnc4ccccc4n3)C(=O)C2=CN1C1CCCCC1 (stereo not given)	i	i	nt	i	i	i	i	i	i	i	i
COc1ccc(NC(=O)C2CCN(S(=O)(=O)c3ccccc3)CC2)cc1	i	i	i	i	i	i	i	i	i	i	i
Cc1ccc(C(=O)Oc2cccc(-n3cnnn3)c2)cc1	i	i	i	i	i	i	i	i	i	i	i
O=C(O)c1ccccc1NC(=O)c1cc(-c2ccccc2)nc2ccccc12	i	i	i	i	i	i	i	i	i	i	i
CN1C(=O)C(O)(c2nnc(-c3ccccc3)o2)c2ccccc21 (stereo not given)	i	i	i	i	i	i	i	i	i	i	i
Cc1ccc(C(O)(C(=O)NNc2ccccn2)c2ccc(C)cc2)cc1	i	i	i	i	i	i	i	i	i	i	i
S=C(N/N=C/c1ccco1)NC1CC2CCC1C2 (stereo not given)	i	i	i	i	i	i	i	i	i	i	i
Cn1ccnc1SCC(=O)N(C1CCCCC1)C1CCCCC1	i	i	i	i	i	i	i	i	i	i	i
O=C(CSCc1c(F)cccc1Cl)NCC1CCCO1 (stereo not given)	i	i	i	i	i	i	i	i	i	i	i
CCc1cc(=O)oc2cc(C)cc(OCC(=O)N3CCC(C(=O)NC(C)C)(c4ccccc4)CC3)c12	i	i	i	i	i	i	i	i	i	i	i
O=S(=O)(Nc1ccncc1)c1ccccc1	i	i	i	i	i	i	i	i	i	i	i
CSc1nc2sc3c(c2c(=O)[nH]1)CCC3	i	i	i	i	i	i	i	i	i	i	i
O=C(N/C(=C\c1ccc(Br)cc1)C(=O)N1CCOCC1)c1ccc(Br)o1	i	i	i	i	i	i	i	i	i	i	i
Cc1oc(S(=O)(=O)N2CCCCC2)cc1NC(=O)Nc1ccc(F)cc1	i	i	i	i	i	i	i	i	i	i	i
COc1cc(OC)cc(C(=O)NNC(=O)c2cc3ccccc3cc2O)c1	i	i	i	i	i	i	i	i	i	i	i
O=C(COc1ccc(F)c(Cl)c1)N1CCCCCCC1	i	i	i	i	i	i	i	i	i	i	i
CCS(=O)(=O)c1ccc(O)c(NC(=O)COc2ccccc2)c1	i	i	i	i	i	i	i	i	i	i	i
COc1cc(C(=O)N=c2sc3ccccc3n2C)cc(OC)c1OC	i	i	i	i	i	i	i	i	i	i	i
CCOc1ccc(C(=O)NCC(=O)N2CCCCCCC2)cc1OCC	i	i	i	i	i	i	i	i	i	i	i
O=C1CS/C(=N/N=C/c2ccco2)N1Cc1ccc(F)cc1	i	i	i	i	i	i	i	i	i	i	i
Cc1nn(C)c(C)c1CNC(=O)Nc1cccc(Cl)c1C	i	i	i	i	i	i	i	i	i	i	i
O=C1c2ccccc2C(=O)N1CCCON1C(=O)c2ccccc2C1=O	i	i	i	i	i	i	i	i	i	i	i
Nn1c(SCC(=O)NC(=O)NCc2ccccc2)nnc1C1CC1	i	i	i	i	i	i	i	i	i	i	i
